Screens: PubChem, The Scripps Research Institute Molecular Screening Center
PRMT1 inh = PRMT1 methyltransferase inhibitors, primary screen, biochemical, fluorescence polarization | Protein arginine N-methyltransferase 1 (Homo sapiens), Q99873 | 1.3% of 370,000 active | recombinant PRMT1, activity-based probe fluorescence polarization | inhibition, % at 2.79 µM;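 active = inhibition above about 21% made by adding two undisclosed values, limit read from the data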
TCR-CD3 inh = inhibitors of human TCR-CD3 interaction, primary screen, biochemical, fluorescence, TAMRA-labeled TCR probe | AID 651800, 2012 | inhibition, % at 9.4 µM | 0.37% of 360,000 active; in the data active = inhibition above about 19%;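 also: recombinant mutant TCR 2C K166C tagged with TAMRA read by polarization; 0% = receptor in buffer alone and 100% = receptor with positive control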
UHRF1 binding = UHRF1 methylated DNA binding inhibitors, primary screen, counter-screen for MBD2 inhibitor project, biochemical, TR-FRET, human UHRF1, single concentration; 0.75% of 370,000 active; UHRF1 binding to methylated oligo; E3 ubiquitin-protein ligase UHRF1 (Homo sapiens), Q96T88; inhibition, % at 4.4 µM; in the data active = inhibition above about 21%;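 also: UHRF1 SRA domain binding a hemimethylated CpG hairpin DNA probe; 0% = median of test compound wells and 100% = reference inhibitor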
LEDGF integ inh = blockers of LEDGF/p75-dependent integrase strand transfer – biochemical, TR-FRET, high throughput, primary screen. TR-FRET IN-LEDGF/p75 DNA integration, Eu/Cy5. inhibition, % at 3.7 µM. 0.64% of 370,000 active;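 active = inhibition above the screen-wide mean plus 3 SD, cut at about 13% in these data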;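 also: signal is the Cy5 over europium emission ratio at 671 and 618 nm; 0% = plate median of compound wells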
DDE Tn7 FP inh = inhibitors of Tn7 peptide binding to fibrin DD(E), primary screen, biochemical, fluorescence polarization, human fibrin, Tn7 probe. Fibrinogen beta chain (Homo sapiens), P02675. FP displacement of FITC-Tn7 peptide from fibrin DD(E); 0% = median of compound wells per plate. inhibition, % at 8.3 µM. 0.13% of 370,000 active. AID 720508, 2013;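 active = inhibition above the mean of compounds falling within the control limits plus 3 SD of them, cut at about 14% in these data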;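 also: 0% = plate median of compound wells and 100% = 10 µM Aha-Tn7 peptide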
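Assay system: Human clot-derived fibrin DD(E) complex | Buffer or medium: Tris/NaCl/CaCl2 buffer, pH 7.8 | Repeats: One replicate per compound | Benchmarks: Aha-Tn7 high control | Measure: % inhibition scaled between sample-field median and high-control FP | Schedule: 10 min plus 3 h, room temperature | Signal: Fluorescence polarization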
TDP2 absorb = human TDP2 enzyme inhibitors, primary screen, biochemical, epi absorbance, recombinant enzyme; Tyrosyl-DNA phosphodiesterase 2 (Homo sapiens), O95551; T5PNP hydrolysis, p-nitrophenol absorbance 415 nm; inhibition, % at 12.8 µM; 0.34% of 370,000 active; AID 720702, 2013;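 active = inhibition above the mean of all tested compounds plus 3 SD, set per campaign, cut at about 25% in these data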;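 also: 0% = DMSO with enzyme and 100% = buffer with substrate but no TDP2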
Target sequence (O95551 whole entry, looked up): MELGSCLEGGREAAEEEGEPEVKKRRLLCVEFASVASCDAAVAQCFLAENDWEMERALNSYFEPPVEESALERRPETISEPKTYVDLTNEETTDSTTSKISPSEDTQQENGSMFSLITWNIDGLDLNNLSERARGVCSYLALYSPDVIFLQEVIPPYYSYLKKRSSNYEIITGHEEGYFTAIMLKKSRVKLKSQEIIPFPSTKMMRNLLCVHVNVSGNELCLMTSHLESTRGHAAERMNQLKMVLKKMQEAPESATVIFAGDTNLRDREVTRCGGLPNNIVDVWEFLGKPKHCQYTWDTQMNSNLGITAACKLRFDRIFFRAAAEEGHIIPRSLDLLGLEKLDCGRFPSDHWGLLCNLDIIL
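Incubation: 2 h at 37 °C; Test system: recombinant human TDP2; Quantity: enzyme 120 nM; Read-out basis: percent inhibition; Medium: 50 mM Tris-HCl pH 7.5 with Mg2+, KCl, DTT, BSA; Repeats: single replicate; Compound: 12.8 µM single point, 1% DMSO; Signal: epi absorbance; Reagent: 5 mM T5PNP chromogenic substrate; Benchmarks: no-enzyme high, DMSO-plus-enzyme low.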
proKLK7 act = proKLK7 zymogen activators, primary screen, biochemical, fluorescence intensity | activation, % at 7 µM | purified proKLK7, EDANS-DABCYL substrate fluorescence; 100% is mature enzyme control, 0% vehicle | 0.9% of 370,000 active | Kallikrein-7 (Homo sapiens), P49862 | AID 652039, 2013;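 active = activation above the mean of all tested compounds plus 3 SD, computed per campaign excluding outliers beyond control limits, cut at about 13% in these data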
Target sequence (P49862 whole entry, looked up): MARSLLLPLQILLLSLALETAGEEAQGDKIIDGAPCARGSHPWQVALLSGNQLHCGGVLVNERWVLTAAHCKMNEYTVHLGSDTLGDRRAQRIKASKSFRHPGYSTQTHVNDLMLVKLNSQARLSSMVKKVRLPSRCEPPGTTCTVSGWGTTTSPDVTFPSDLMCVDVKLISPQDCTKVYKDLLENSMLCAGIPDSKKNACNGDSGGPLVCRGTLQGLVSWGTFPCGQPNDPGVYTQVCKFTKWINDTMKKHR
MBD2 inh = inhibitors of MBD2 binding to methylated DNA, primary screen, biochemical, TR-FRET, DNA-binding domain, human; Methyl-CpG-binding domain protein 2 (Homo sapiens), Q9UBB5; MBD2 binding to methylated oligonucleotide; inhibition, % at 4.4 µM; 0.31% of 370,000 active; in the data active = inhibition above about 13%
Target sequence (Q9UBB5 whole entry, looked up, the tested form may be a part): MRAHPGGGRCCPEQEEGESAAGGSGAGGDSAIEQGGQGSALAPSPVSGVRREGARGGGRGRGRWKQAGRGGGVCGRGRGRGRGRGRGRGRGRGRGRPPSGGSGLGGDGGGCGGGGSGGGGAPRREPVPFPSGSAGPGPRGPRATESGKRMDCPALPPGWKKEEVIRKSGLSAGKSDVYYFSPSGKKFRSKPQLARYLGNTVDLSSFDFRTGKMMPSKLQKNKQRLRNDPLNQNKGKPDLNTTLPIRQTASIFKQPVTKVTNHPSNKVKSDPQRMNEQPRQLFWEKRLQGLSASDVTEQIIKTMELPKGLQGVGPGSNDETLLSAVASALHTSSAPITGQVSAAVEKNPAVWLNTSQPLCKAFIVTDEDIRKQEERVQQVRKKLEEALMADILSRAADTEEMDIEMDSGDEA
SIAE inh = human SIAE inhibitors, primary screen, biochemical, fluorescence polarization, FP-Rh probe, 1536-well HTS; SIAE FP-Rh probe binding; inhibition, % at 9.66 µM; 0.69% of 370,000 active; AID 1053197, 2014;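 active = inhibition above a cutoff: mean of compounds within the control limits plus 3 SD of those, cut at about 17% in these data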;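 also: 0% = plate median of compound wells and 100% = probe without SIAE protein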
DDE Tn6 FP inh = inhibitors of Tn6 peptide binding to fibrin DD(E), primary screen, biochemical, fluorescence polarization, human fibrin, Tn6 probe. AID 720509, 2013. 0.21% of 370,000 active. Fibrinogen beta chain (Homo sapiens), P02675. inhibition, % at 8.3 µM. Fibrin DD(E) TRITC-Tn6 fluorescence polarization displacement;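 active = inhibition above a per-campaign cutoff: mean of compounds within control limits plus 3 SD, cut at about 15% in these data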;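 also: 0% = median of all compound wells on the plate and 100% = blocking peptide control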
* = called active by the depositor; / = no result given.

Molecule	TCR-CD3 inh	DDE Tn6 FP inh	proKLK7 act	UHRF1 binding	PRMT1 inh	LEDGF integ inh	TDP2 absorb	SIAE inh	DDE Tn7 FP inh	MBD2 inh
Cc1cc(C)c(S(=O)(=O)NCC2CCC(C(=O)NCc3ccc4c(c3)OCO4)CC2)c(C)c1 (configuration not stated)	3	-2	0.3	-1	1	0	-6	-12	-5	2
O=C(CC1C[C@H](C(=O)N2CCOCC2)[C@@]2(CCC3CCCC3)c3[nH]c4ccccc4c3CCN2C1=O)NCc1ccco1 (some centres not stated)	6	0	-0.2	0	1	5	3	2	0	-1
CC(C)(C)C(=O)c1cnc(Nc2ccccc2)s1	4	-6	-0.5	4	5	2	3	-10	-1	8
Cc1ccc(S(=O)(=O)NNC(=O)C(O)(c2ccccc2)c2ccccc2)cc1	-2	2	0.1	1	-4	0	-5	-5	-3	-3
O=C(CC1CCCCC1)NCC1CCCO1 (configuration not stated)	-2	10	-0.7	1	-1	3	5	0	7	0
CCOCCN(C=O)c1cccc(OC)c1	6	9	-0.3	0	0	1	7	5	2	2
CCOC(=O)/C(C#N)=C\c1cc(OC)c(OC)cc1[N+](=O)[O-]	11	6	0.8	-4	2	4	1	4	2	-3
COc1ccc(S(=O)(=O)NCCSc2ccc(C)cc2)cc1OC	-2	0	-0.4	9	1	-3	-17	-9	-1	4
Cc1ccc(NC(=O)OC2CC3CC2[C@H]2CCCCN2C3)cc1C (some centres not stated)	/	-7	0.8	-2	-5	1	11	3	-5	1
CCN1C(=NCCCCO)N[C@@H](c2cccc(F)c2)C(C(=O)OC)=C1C	3	-7	0.4	7	-2	1	-2	3	-1	1
CC(C)[C@H](NC(=O)OCc1ccccc1)C(=O)OCC(=O)Nc1c(F)cccc1F	8	3	-0.1	1	-3	0	-8	-6	-4	4
COc1ccc(OC)c(NC(=O)CN(C)S(=O)(=O)c2ccc(Cl)cc2)c1	2	0	0.4	-4	-4	5	4	4	-1	-1
O=C(NCc1ccccc1Cl)[C@H]1CCCN1C(=O)[C@H]1CCCN1C(=O)c1ccc(Cl)cc1	-6	1	-0.3	-1	-1	-5	3	0	5	-1
COc1ccc(-c2noc(Cc3ccc(Cl)cc3)n2)cc1OC	7	0	0.7	-1	-9	2	-6	-7	-4	0
COc1ccc(C(=O)/C=C/c2ccc(OC)cc2OC)c(O)c1	-3	3	-0.6	0	1	0	5	-3	-4	-5
O=c1[nH]c2nc(Br)[nH]c(=O)c2[nH]1	-3	-6	0.2	2	9	0	5	2	-1	-2
C=CCn1c(Cc2ccc(OC(C)C)c(Cl)c2)nnc1SCC(N)=O	4	6	1.4	6	-1	-3	-2	-4	-5	1
Cc1ccccc1CC(=O)Nc1ccc2c(c1)CCC2	9	0	0.3	2	0	-2	7	-1	3	-5
COC(=O)C(CC(C)C)Oc1ccc2c(C)cc(=O)oc2c1 (configuration not stated)	9	-1	0.9	-1	-1	2	6	-2	-4	-1
COc1ccc(C(=O)NNC(=O)C(NC(=O)c2cc(OC)cc(OC)c2)C(C)C)cc1 (configuration not stated)	-6	7	0.2	-2	-1	2	13	8	-1	2
CCOC(=O)N1CCN(CC(O)c2ccc3cc[nH]c3c2)CC1 (configuration not stated)	6	2	0.9	-1	0	1	9	3	-3	-3
COc1ccc(N2C(=O)/C(=C3/C=CC=CN3C)SC2=S)cc1	15	-2	-0.2	-6	-1	0	8	1	2	-16
Cn1c(C(=O)N2CCC(C(N)=O)CC2)cc2c(=O)n(C)c3ccccc3c21	8	9	0.0	-2	-5	2	8	1	6	3
Cn1cnc(C(=O)N2CCc3ccccc3C2)c1C(=O)N1CCc2ccccc2C1	-2	7	0.0	8	0	3	10	6	6	4
O=C(c1cc(-c2ccccc2)on1)N1CCc2ccccc2C1	-1	7	0.2	-1	-2	0	-1	-6	-1	4
CCCC1CCC2(CC1)CCC2OC(=O)Nc1cccc(C(F)(F)F)c1 (configuration not stated)	/	1	/	3	2	-2	-8	-2	4	-1
CCOC(=O)C1CCN(C(=O)COC(=O)c2ccc([N+](=O)[O-])o2)CC1	-3	0	0.0	-6	-1	5	-4	9	5	-2
Cc1ccc(-c2cc(C(=O)N3CC(C)OC(C)C3)c3ccccc3n2)o1 (configuration not stated)	-3	-5	46*	-4	12	2	2	14	-4	-6
COc1cccc(/C=C/C(=O)OCC(=O)c2ccc[nH]2)c1	2	-1	5.5	-1	2	3	4	-3	-2	-2
O=C(COC(=O)c1cc(Br)ccc1Cl)NC(=O)NCc1ccccc1	-1	0	-0.7	3	1	1	4	0	6	1
CCCSc1nsc(NC(=O)Nc2ccc(F)cc2F)n1	-11	-1	-0.2	2	4	-3	19	-10	0	2
Cc1ccc(S(=O)(=O)N2CCOCC2)cc1C(=O)NCc1ccc2c(c1)OCO2	1	-7	0.4	5	-3	4	-13	-6	-8	1
Nc1nc(Nc2cccc(F)c2)nc(N2CCOCC2)c1[N+](=O)[O-]	4	-2	-0.1	1	1	-1	5	-4	4	1
C[C@H]1Cn2cnc(C(=O)Nc3ccccc3)c2C(=O)N1	-4	3	0.4	2	4	1	5	1	7	2
Cc1cccc(NC(=O)CN2CCN(C(=O)c3cncn3-c3ccc(F)cc3)CC2)c1C	-7	-2	-1.4	6	-1	-3	3	8	0	6
Cc1ccc(C(=O)NC(=S)NNC(=O)c2cccc([N+](=O)[O-])c2)cc1	14	8	0.2	-1	-1	2	-2	2	0	-5
CCN(CC)CCCNC(=O)CC1Sc2ccccc2NC1=O (configuration not stated)	-2	-3	-0.4	2	4	0	-10	-5	7	-2
O=C(CNC(=O)c1ccc(F)cc1)N/N=C/c1cc(Br)ccc1OCc1ccccc1	-5	-2	-0.3	2	3	0	0	-93	6	-1
CC(C)(C)OC(=O)N1CCC(c2c(C(=O)NC3CC3)cnn2-c2ccccc2)CC1	11	6	0.0	-1	1	-1	3	0	6	1
O=C(CC(=O)c1ccccc1)Nc1cccnc1	-2	-9	-0.1	-1	7	-4	7	5	-4	0

Two records picked at random from the list so far, as already listed:
Molecule	TCR-CD3 inh	DDE Tn6 FP inh	proKLK7 act	UHRF1 binding	PRMT1 inh	LEDGF integ inh	TDP2 absorb	SIAE inh	DDE Tn7 FP inh	MBD2 inh
CCN(CC)CCCNC(=O)CC1Sc2ccccc2NC1=O (configuration not stated)	-2	-3	-0.4	2	4	0	-10	-5	7	-2
Cc1ccc(S(=O)(=O)N2CCOCC2)cc1C(=O)NCc1ccc2c(c1)OCO2	1	-7	0.4	5	-3	4	-13	-6	-8	1

(more compounds)
Molecule	TCR-CD3 inh	DDE Tn6 FP inh	proKLK7 act	UHRF1 binding	PRMT1 inh	LEDGF integ inh	TDP2 absorb	SIAE inh	DDE Tn7 FP inh	MBD2 inh
CCCN(C(=O)CSCC(=O)Nc1ccc(OC)cc1)c1c(N)n(Cc2ccccc2)c(=O)[nH]c1=O	10	3	-0.9	-3	1	3	-7	5	0	-5
Cc1cccc(NC(=O)CN2CCc3cc4c(cc3C2C)OCCCO4)c1 (configuration not stated)	-2	-7	1.1	-2	-1	4	2	9	3	-5
CCCCCc1nc2ccccc2c(=O)n1N	-4	1	0.0	-2	-6	3	-1	-2	-1	-2
COc1cc(NC(=S)NCCCN2CCOCC2)c(OC)cc1Cl	3	4	-0.6	-1	2	3	4	0	3	2
C/C(=N\N=C\c1ccccc1F)c1nnn(-c2nonc2N)c1C	11	-2	0.1	-1	-1	-3	1	-7	2	-1
CC(=O)Nc1ccc(N2C(=O)CSC2c2c(F)cccc2Cl)cc1 (configuration not stated)	-7	0	0.5	2	3	2	-19	0	3	-6
Cc1cc(C)cc(N(C(=O)c2csnn2)C(C(=O)NC2CCCCC2)c2cccnc2)c1 (configuration not stated)	-3	5	0.0	0	-3	0	-5	2	6	-2
Cc1ccc(S(=O)(=O)N2Cc3ccccc3CC2C(=O)Nc2cc(C)on2)cc1 (configuration not stated)	-7	-6	0.3	-1	2	-6	3	-4	-1	2
Cc1cc(Cl)ccc1NC(=S)NCc1ccc(F)cc1	-1	2	0.0	0	-6	0	-8	1	7	5
Cn1c(-c2cccc([N+](=O)[O-])c2)[n+](C)c2ccccc21	1	3	0.2	-1	3	3	-2	10	-2	-2
COc1ccc(OC)c(C2N(c3ccc(Cl)cc3)C(=O)C3CCCN32)c1 (configuration not stated)	2	10	-1.5	0	-2	-2	-8	0	1	1
COc1ccc(CNC(=O)CCC(=O)N2CCN(S(=O)(=O)c3cc([N+](=O)[O-])ccc3C)CC2)cc1	1	-6	0.2	-1	0	-2	2	1	-1	2
COc1ccc(C2=NN(C(=O)CCC(=O)O)C(c3ccc(F)cc3)C2)cc1 (configuration not stated)	8	5	0.6	-1	-1	4	1	4	4	-1
Cc1ccc(NC(=O)N2CCC(=O)N2)cc1	2	-6	0.5	-4	15	-4	5	1	3	4
O=C(NC1CCCCCC1)C1CC(=O)N(Cc2ccccc2)C1 (configuration not stated)	4	0	-0.2	2	6	0	10	-4	-4	-1
CCOCCCNC(=S)N1C2CCC1CC(NC(=O)NC1CCCCC1)C2 (configuration not stated)	1	3	0.0	-2	-4	-3	3	2	3	3
CC(C)C(=O)NNC(=O)c1ccccn1	-1	0	-0.3	6	4	-2	3	-5	3	2
CSc1nc(Sc2ccc(Cl)cc2)c2ccccc2n1	-5	1	0.5	3	1	4	-6	-3	-4	3
Cc1cc(C(=O)NCC(=O)OCC(=O)NCC2CCCO2)ccc1[N+](=O)[O-] (configuration not stated)	6	1	0.4	-3	0	3	0	0	0	4
Cc1cc(/C=N/N2CCN(C)CC2)c(C)n1-c1ccccc1F	-3	4	-0.4	1	2	1	0	3	2	1
CCOC(=O)c1c(O)c2c([nH]c1=O)CCCC2	2	-1	0.1	1	-4	2	-10	0	-1	-1
C=CCNS(=O)(=O)c1ccc2nsnc2c1	-3	0	0.1	-1	2	0	-10	2	0	-1

Rows are unselected. About 4.6% of those tested had a hit in this group.
